Bioassay records deposited in PubChem BioAssay by Broad Institute.
Casp6 inh: inhibitors of human caspase-6; P55212; purified caspase-6, Z-VEID-R110 cleavage fluorescence; inhibition, % at 12.5 µM; 0.53% of 350,000 active;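 active means mean inhibition across replicates at least about 35%, with every replicate also reaching that limit, limit read from the data; inconclusive means only one of the two criteria met; inactive means neither criterion met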;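 further: 0% = median of neutral control wells and 100% = no fluorescence left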
Target sequence (P55212 24-179 limits assumed): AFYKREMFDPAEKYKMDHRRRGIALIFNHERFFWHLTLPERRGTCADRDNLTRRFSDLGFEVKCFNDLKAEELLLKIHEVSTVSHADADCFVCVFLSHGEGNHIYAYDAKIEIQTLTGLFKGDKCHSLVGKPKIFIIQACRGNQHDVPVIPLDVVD
Target sequence (P55212 194-293 limits assumed): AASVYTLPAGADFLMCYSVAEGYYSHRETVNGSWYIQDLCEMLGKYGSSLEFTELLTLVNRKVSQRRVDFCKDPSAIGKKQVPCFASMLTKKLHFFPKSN
SIRT5 block: sirtuin-5 (human) deacylase inhibition; AID 652115; inhibition, % at 15 µM; Purified SirT5, succinyl-peptide AMC, trypsin-coupled fluorescence; Q9NXA8; 1.1% of 330,000 active; in the data active means inhibition above about 15%; inconclusive means no clear call, values can overlap the other calls
Target sequence (Q9NXA8 whole entry, looked up): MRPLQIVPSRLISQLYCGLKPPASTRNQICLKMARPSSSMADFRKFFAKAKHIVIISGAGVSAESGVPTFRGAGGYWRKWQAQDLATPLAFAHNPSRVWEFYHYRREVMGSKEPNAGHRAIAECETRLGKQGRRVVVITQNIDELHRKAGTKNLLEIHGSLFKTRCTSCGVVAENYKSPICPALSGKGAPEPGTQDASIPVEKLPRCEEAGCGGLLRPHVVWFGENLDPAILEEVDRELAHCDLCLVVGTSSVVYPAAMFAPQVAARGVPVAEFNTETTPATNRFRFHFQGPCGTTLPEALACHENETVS
LGR2 antag: inhibitors of bursicon-induced Drosophila LGR2 receptor cAMP signaling; HEK293 LGR2, CRE-luciferase, bursicon-stimulated, 4 h; inhibition, % at 9.99 µM; 0.35% of 380,000 active;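 active means drop in luminescence signal, shown as inhibition above about 50% in the replicate tests, limit read from the data, passing the limit was not always enough; inconclusive means probably only some replicates passing the limit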;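 further: agonist challenge used bursicon conditioned medium at about half maximal strength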
EWS-Fli inh: blocks EWS/Fli oncoprotein-driven transcription. AID 651661. 0.67% of 350,000 active. inhibition, % at 12.6 µM. A673 NR0B1-luciferase reporter, viability-normalised;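 active means mean inhibition of at least 50% after viability correction, with every replicate also passing that limit; inconclusive means mean reaches 50% but only one of two replicates passes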;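 further: firefly luciferase signal divided by Alamar Blue viability fluorescence both relative to DMSO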
ARNT TACC3 PPI: disrupts binding between human ARNT and TACC3; AlphaScreen His-ARNT PAS-B/GST-TACC3 binding, luminescence; TACC3 fragment carries E629A point mutation; inhibition, % at 9.99 µM; Q9Y6A5; 0.66% of 390,000 active;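 active means mean inhibition of replicates at least 50% and at least half of replicates each reaching 50%; inconclusive means half or more replicates reach 50% but mean below 50%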;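 further: 0% = complete ARNT plus TACC3 wells and 100% = ARNT alone without TACC3; many hits fall short of the cut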
DENV2 CPE: protects cells from dengue virus 2 cytopathic effect; DENV2-infected cells, cytopathic effect rescue, plate reader; CPE inhibition, % at 9.99 µM; 1.7% of 350,000 active; in the data active means CPE inhibition above about 20%, passing the limit was not always enough; inconclusive means no clear call, values can overlap the other calls; tested in BHK-21 cells;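 further: 0% = median of neutral control wells and 100% = median of positive control wells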
PAX8 inh HTS: lowers PAX8-driven luciferase in RMG-I cells; AID 652154; inhibition, % at 12.6 µM; RMG-I TPO-luciferase reporter, SteadyGlo, 24 h; 1.2% of 360,000 active;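 active means mean replicate inhibition at least 60% with every replicate also reaching 60%; inconclusive means only one of the two criteria is met; inactive means mean below 60% and not all replicates reaching 60%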;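 further: luciferase light reporting Pax8 driven TPO promoter activity; plate controls were median of neutral control wells for no effect and mitoxantrone controls for full effect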
An asterisk follows results filed as active; u = inconclusive; x = not tested or not shown.

1	CN(C)S(=O)(=O)c1cccc(NC(=S)NCc2ccc3c(c2)OCO3)c1
2	O=C(COc1ccc(Cl)cc1)NCc1nnc(SCC(=O)Nc2ccc(F)cc2F)o1
3	Cc1cc(C(C)(C)C)cc(C)c1Cn1c2[n+](c3ccc(C(F)(F)F)cc31)CCCCC2
4	COc1ccc(CC(N)c2csc(Nc3cc(NCCCO)ncn3)n2)cc1 (stereo not given)
5	O=C(CSc1n[nH]c(-c2cccs2)n1)NC1CCS(=O)(=O)C1 (stereo not given)
6	c1ccc(CNc2nc(N3CCN(Cc4ccccc4)CC3)nc3ccccc23)cc1
7	CCc1ccccc1NC(=S)N(Cc1cccc(C)c1)c1cccnc1
8	CCN(CC)CCN(C(=O)c1ccc(C(=O)c2ccccc2)cc1)c1nc2ccc(OC)cc2s1

Assay by compound,1,2,3,4,5,6,7,8
Casp6 inh,-2,-1,28,1,0,0,0,-8
SIRT5 block,-2,0,2,-2,-3,-7,-3,-1
ARNT TACC3 PPI,0,x,-22,x,x,x,0,7
PAX8 inh HTS,4,3,90*,7,15,55,-7,-17
DENV2 CPE,6,-1,-1,-5,5,-16,x,3
EWS-Fli inh,13,-6,40,-19,-1,45,0,x
LGR2 antag,-18,20,-9,x,-14,22,11,5

9	O=C(O)CC(Sc1n[nH]c(=S)s1)C(=O)O (stereo not given)
10	COc1ccc(NC(=O)c2cccc3ccccc23)cc1OC
11	Cc1cc(C)cc(NCc2cc(=O)oc3cc(C)c(O)cc23)c1
12	O=C(c1ccc2c(c1)OCO2)N1CC[C@@H]2[C@@H](CO)Nc3ccc(-c4ccc(F)cc4)cc3[C@@H]21
13	CC(C)CC(=O)N1CCN(S(=O)(=O)c2ccc3ccccc3c2)CC1
14	O=C1CCC(C(=O)Nc2ccc(Cl)cc2)N1 (stereo not given)
15	COc1ccc(-c2nc(NC(=O)Cn3cnnn3)sc2C)cc1
16	O=C(COC(=O)c1ccccc1)NCCCCc1ccccc1

Assay by compound,9,10,11,12,13,14,15,16
Casp6 inh,5,1,2,-4,0,2,3,1
SIRT5 block,7,5,-3,2,-7,-3,x,-4
ARNT TACC3 PPI,-8,x,-3,26,-10,-1,-8,x
PAX8 inh HTS,25,-21,22,16,4,20,5,-7
DENV2 CPE,5,-9,-3,-21,x,-4,3,6
EWS-Fli inh,-1,-19,18,-6,x,2,-2,1
LGR2 antag,x,-10,6,-25,5,-11,11,-16

In the list so far, three have two or more sulfur atoms.
1	CN(C)S(=O)(=O)c1cccc(NC(=S)NCc2ccc3c(c2)OCO3)c1
5	O=C(CSc1n[nH]c(-c2cccs2)n1)NC1CCS(=O)(=O)C1 (stereo not given)
9	O=C(O)CC(Sc1n[nH]c(=S)s1)C(=O)O (stereo not given)

Assay by compound,1,5,9
Casp6 inh,-2,0,5
SIRT5 block,-2,-3,7
ARNT TACC3 PPI,0,x,-8
PAX8 inh HTS,4,15,25
DENV2 CPE,6,5,5
EWS-Fli inh,13,-1,-1
LGR2 antag,-18,-14,x

(next part)
17	COc1ccc(C(CNC(=O)c2cc(S(=O)(=O)N3CCN(c4ccccc4)CC3)ccc2Cl)N(C)C)cc1 (stereo not given)
18	O=C(Nc1ccccc1OC(=O)c1ccccc1)c1ccccc1
19	Cc1cc(C)cc(NC(=O)COC(=O)CN=C2NS(=O)(=O)c3ccccc32)c1
20	COc1ccc(C(CNC(=O)c2cccc(S(=O)(=O)Nc3cccc(C)c3)c2)N2CCOCC2)cc1 (stereo not given)
21	COc1ccc(/C=N/NC(=O)c2[nH]c(C)c(C(=O)N/N=C/c3ccc(OC)cc3)c2C)cc1
22	CCC1CCC(c2nnc(-c3ccc(Br)cc3)o2)CC1 (stereo not given)
23	COc1ccccc1CN(CC(=O)NCc1ccc2c(c1)OCO2)C(=O)c1csnn1
24	C[C@@H]1CN([C@H](C)CO)C(=O)c2cc(-c3cccc(C#N)c3)cnc2O[C@@H]1CN(C)C

Assay by compound,17,18,19,20,21,22,23,24
Casp6 inh,0,-4,-2,-1,x,0,0,3
SIRT5 block,-6,x,4,-5,x,-10,0,-6
ARNT TACC3 PPI,7,-16,-5,-6,1,-25,3,-8
PAX8 inh HTS,23,x,-8,x,-6,-21,-12,x
DENV2 CPE,2,12,-1,-4,x,0,-2,1
EWS-Fli inh,19,-8,-9,-4,x,-10,2,-4
LGR2 antag,6,x,5,-9,-8,-18,2,2

25	COc1ccc2c3c(n(C)c2c1)[C@@H](CO)N(C(=O)C1CCCC1)CC31CCN(C(=O)CN(C)C)CC1
26	O=C(Nc1cccc(C(F)(F)F)c1)c1cc(Br)cc2c1OCC2
27	Cc1ccc2c(c1)N(CC(=O)N1CCCCCC1)C(=O)C(C)O2 (stereo not given)
28	CCOC(=O)c1c(C)[nH]c(C)c1S(=O)(=O)N1CCN(c2ccc([N+](=O)[O-])cc2)CC1
29	CN(C)CCCCCCNC(=O)[C@H]1C[C@H]2C(=O)N3CCC[C@H]3C(=O)N2[C@H]1c1cccc(OCCO)c1
30	CC1CCCC(n2c(=S)[nH]c3ccccc3c2=O)C1C (stereo not given)
31	CCOC(=O)CSC1=NN2CCS(=O)(=O)N=C2S1
32	O=C(CCC(=O)c1ccccc1)NCCc1c[nH]c2ccccc12

Assay by compound,25,26,27,28,29,30,31,32
Casp6 inh,-6,-8,-2,-4,3,1,-3,-2
SIRT5 block,2,-5,-1,-2,0,-1,-4,x
ARNT TACC3 PPI,x,-33,-5,0,-5,6,-5,11
PAX8 inh HTS,-8,21,-3,26,-9,x,-6,122*
DENV2 CPE,1,8,5,u,7,x,-2,-8
EWS-Fli inh,1,25,0,15,5,x,-4,10
LGR2 antag,-9,x,-2,1,x,4,-3,1

33	COc1ccc(CN(C)C[C@H]2Oc3c(NS(=O)(=O)c4cccs4)cccc3C(=O)N([C@@H](C)CO)C[C@H]2C)cc1
34	Nn1c(SCC(=O)Nc2ccc3c(c2)OCCO3)nnc(CCC(=O)O)c1=O
35	Cc1cccc(OCCn2c(=O)n(C)c3ccccc32)c1
36	COc1cc(C(=O)Oc2ccc3ccc(O)cc3c2)cc(OC)c1OC
37	CCO[C@H]1OC(C(=O)N2CCCC2)=C[C@@H](c2ccc(Br)cc2)[C@@H]1CCCO
38	COc1cc2c(cc1OC)CN(C(=O)C1CCCN(C(=O)c3ccc(Cl)cc3)C1)CC2 (stereo not given)
39	CCCCN(C(=O)c1ccc(S(=O)(=O)N2CCCCC2)cc1)C1CCS(=O)(=O)C1 (stereo not given)
40	Cn1c(=O)[nH]c(=O)c2c1nc(NCCN)n2CCOc1ccccc1

Assay by compound,33,34,35,36,37,38,39,40
Casp6 inh,-2,4,1,10,-5,-1,4,-1
SIRT5 block,-2,-5,-1,1,-3,-2,-11,x
ARNT TACC3 PPI,-5,-4,-6,-1,-8,-4,-2,0
PAX8 inh HTS,x,-26,-158,-18,-12,12,-1,0
DENV2 CPE,-3,2,69*,u,3,-6,-3,1
EWS-Fli inh,-6,-2,-88,-1,-7,8,2,14
LGR2 antag,4,-13,-80,-12,x,-16,-9,2

41	Cn1cccc1/C=N/N1CCN(Cc2ccc(Cl)cc2)CC1
42	O=C(OCc1cccc(Cl)c1)c1cc(S(=O)(=O)N2CCCCC2)ccc1N1CCOCC1
43	C[C@@H]1CN([C@H](C)CO)C(=O)c2cc(NS(=O)(=O)c3ccc(F)cc3)ccc2O[C@H]1CN(C)Cc1ccc(-c2ccccc2)cc1
44	Cn1c(=N)n(CC(=O)c2ccc(Cl)c(Cl)c2)c2ccccc21
45	C[C@@H]1CN([C@H](C)CO)C(=O)c2cc(C#Cc3ccccc3F)cnc2O[C@@H]1CN(C)C(=O)C1CCOCC1
46	C=CCCC(=O)N1CCC(n2nccc2NC(=O)c2ccccc2C)CC1
47	O=C(c1ccncc1)N1C[C@@H]2[C@H](c3ccccc31)[C@H](CO)N2C(=O)c1ccccn1
48	C[C@@H]1CN([C@H](C)CO)C(=O)c2cccc(NC(=O)C3CCCCC3)c2O[C@H]1CN(C)C(=O)NC1CCCCC1

Assay by compound,41,42,43,44,45,46,47,48
Casp6 inh,2,2,-1,-1,6,-2,4,6
SIRT5 block,-3,2,11,-6,5,1,-4,-5
ARNT TACC3 PPI,17,-15,8,-9,-6,-7,7,-4
PAX8 inh HTS,3,x,x,57,1,-9,-27,x
DENV2 CPE,-9,-2,30*,-7,-2,0,8,-3
EWS-Fli inh,10,20,9,73*,-16,x,-1,-7
LGR2 antag,x,8,2,23,-21,8,2,-19

49	O=C(NCc1ccccn1)c1ccco1
50	COc1cccc(CN2CCNC(=O)C2CC(=O)NCCOc2cccnc2)c1 (stereo not given)
51	COc1ccc(/C=C(\NC(=O)c2ccccc2Cl)C(=O)NCCCC(=O)O)cc1
52	O=[N+]([O-])c1ccc(C2=NN(c3ccccc3)C(c3ccco3)C2)cc1 (stereo not given)
53	Cc1ccccc1S(=O)(=O)N1CC[C@@H]2[C@H](CO)Nc3ccc(-c4ccc(F)cc4)cc3[C@@H]21
54	COc1ccc(NC(=O)N(C)C[C@H]2OCCCC[C@@H](C)Oc3ccc(NC(=O)Nc4ccc(F)cc4)cc3C(=O)N([C@H](C)CO)C[C@@H]2C)cc1
55	CN(C)CCN(C)C1CN(CCc2ccccc2)S(=O)(=O)C1 (stereo not given)
56	COC(=O)c1sc2nc(SCc3ccccc3C)n(N)c(=O)c2c1C

Assay by compound,49,50,51,52,53,54,55,56
Casp6 inh,-2,-6,-2,-9,x,1,1,3
SIRT5 block,-3,x,14,-3,x,-7,-2,-2
ARNT TACC3 PPI,-1,x,x,-5,4,-3,x,-4
PAX8 inh HTS,-10,-2,14,-1,14,-5,-3,4
DENV2 CPE,x,-1,3,0,-20,-11,-11,8
EWS-Fli inh,1,0,-10,-1,-1,-10,0,2
LGR2 antag,-18,10,20,x,12,23,21,x

57	Cc1cccc(C)c1NC(=O)C1CCCN1C(=O)Nc1cccc(F)c1 (stereo not given)
58	COCC(C)N=C1NN=C(c2cc(C)n(Cc3ccccc3Cl)c2C)CS1 (stereo not given)
59	C[C@@H]1CN([C@@H](C)CO)S(=O)(=O)c2ccc(-c3cccc(F)c3)cc2O[C@@H]1CN(C)CC1CC1
60	COCC(=O)N1CC2(C1)[C@H](c1ccc(-c3ccc(F)cc3)cc1)[C@H](CO)N2C(C)=O
61	COc1ccc(C)cc1NC(=O)c1ccc([N+](=O)[O-])cc1[N+](=O)[O-]
62	CC(C)(C)c1cc(C(=O)NNC(=O)Nc2cccc(Cl)c2)n(Cc2ccccc2)n1
63	Cc1ccc2c(COC(=O)c3ccccc3F)cc(=O)oc2c1
64	CCOc1ccc(N2CC(C(=O)N3CCCc4ccccc43)CC2=O)cc1 (stereo not given)
65	O=C(NC1CC1)c1ccc2nc([C@@H]3O[C@H](CO)[C@H](O)[C@H](O)[C@H]3O)[nH]c2c1
66	CCC(=O)N1C[C@@H](C)[C@H](OC)CN(C)C(=O)c2cc(NC(=O)COC)ccc2OC[C@H]1C

Assay by compound,57,58,59,60,61,62,63,64,65,66
Casp6 inh,-4,3,2,0,-2,3,-3,2,-13,-2
SIRT5 block,-6,-2,8,-2,x,-4,1,0,x,x
ARNT TACC3 PPI,-1,-2,3,x,-3,-6,2,x,x,-1
PAX8 inh HTS,-17,-60,x,x,3,-9,2,4,11,-8
DENV2 CPE,1,-5,4,-16,-2,1,-3,0,-5,1
EWS-Fli inh,-3,-5,10,-1,3,14,-64,-22,-12,2
LGR2 antag,17,2,0,18,1,x,-90,3,11,4

Arranged by value in ARNT TACC3 PPI (largest number first): three from the list above.
| no. | structure | ARNT TACC3 PPI |
| --- | --- | --- |
| 59 | C[C@@H]1CN([C@@H](C)CO)S(=O)(=O)c2ccc(-c3cccc(F)c3)cc2O[C@@H]1CN(C)CC1CC1 | 3 |
| 57 | Cc1cccc(C)c1NC(=O)C1CCCN1C(=O)Nc1cccc(F)c1 (stereo not given) | -1 |
| 58 | COCC(C)N=C1NN=C(c2cc(C)n(Cc3ccccc3Cl)c2C)CS1 (stereo not given) | -2 |

Compounds were not picked by outcome; 4.9% or so of the library scored in one or more.
